proCasp7 act – procaspase-7 activators, primary screen, counter-screen for procaspase-3 activator project, biochemical, absorbance, HTS, human; Caspase-7 (Homo sapiens), P55210; recombinant procaspase-7, Ac-DEVD-pNA absorbance 405 nm; D23A/D198A/D206A triple mutant, cannot self-cleave; scale: DMSO 0, 5 µM enzyme 100; activation, % at 8.5 µM; 0.093% of 330,000 active; AID 463210, 2010;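 active = percent activation above the screen-wide mean plus 3 SD, cut at about 25% in these data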
Target sequence (P55210 whole entry D23A/D198A/D206A): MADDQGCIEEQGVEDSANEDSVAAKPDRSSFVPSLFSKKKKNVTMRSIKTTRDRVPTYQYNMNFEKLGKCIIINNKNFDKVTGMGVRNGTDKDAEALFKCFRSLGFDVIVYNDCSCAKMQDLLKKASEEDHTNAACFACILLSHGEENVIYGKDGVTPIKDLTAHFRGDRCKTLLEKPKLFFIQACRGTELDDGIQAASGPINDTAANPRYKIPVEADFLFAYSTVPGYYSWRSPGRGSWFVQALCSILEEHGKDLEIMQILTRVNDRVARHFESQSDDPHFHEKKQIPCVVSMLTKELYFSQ
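Material: Procaspase-7 triple mutant (PC-7 D3A) | Quantity: 2 µM procaspase-7 mutant as dispensed | Reagent: DEVD-pNA substrate | Times: 1 h preincubation, 2 h reaction | Technique: 405 nm absorbance of p-nitroaniline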
CIT2 TOR yeast – modulators of CIT2-GFP expression in yeast, primary screen, S. cerevisiae, GFP fusion, multiplex flow cytometry, MLPCN library; S. cerevisiae CIT2-GFP strain, 3 h; 100 means same as DMSO wells; GFP response vs DMSO, % at 10 µM; 0.065% of 320,000 active; AID 2029, 2009;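 active = GFP response relative to DMSO above a set limit, near the screen mean plus 3 SD, cut at about 150% in these data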;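 also: ratio of well median GFP fluorescence to mean of DMSO wells on the plate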
LAP4 TOR yeast – modulators of LAP4-GFP expression in yeast, primary screen, S. cerevisiae, multiplex flow cytometry, MLPCN library; 3 h; median GFP as percent of DMSO wells; GFP response vs DMSO, % at 10 µM; 0.34% of 320,000 active; AID 2023, 2009;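 active = GFP response vs DMSO above a set limit, about the screen mean plus 3 SD, cut at about 150% in these data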
RPL19A-GFP yeast – RPL19A-GFP expression modulators in yeast, primary screen, cell-based, S. cerevisiae, multiplex flow cytometry, MLPCN | percent response vs DMSO, % at 10 µM | S. cerevisiae RPL19A-GFP strain, 3 h; active compounds read low | 0.3% of 330,000 active;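 active = percent response vs DMSO below 50%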;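 also: median channel GFP fluorescence of the barcoded RPL19A-GFP strain; ratio of sample median GFP to plate DMSO average so 100% = DMSO; lower means less RPL19A-GFP as with rapamycin TOR inhibition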
AHR activator – AHR activators, primary screen, cell-based, luminescence, luciferase reporter, human. AHR-responsive luciferase reporter cells. activation, % at 5 µM. 2.5% of 320,000 active. AID 2796, 2010; in the data active = activation above about 47%;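 also: 0% = vehicle wells and 100% = reference agonist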
MEP2 TOR yeast – modulators of MEP2-GFP levels in yeast, primary screen, S. cerevisiae, multiplex flow cytometry, MLPCN library | 0.51% of 330,000 active | AID 2016, 2009 | S. cerevisiae MEP2-GFP strain, 3 h; 100% = DMSO control level | GFP response vs DMSO, % at 10 µM;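 active = GFP response versus DMSO above a set limit, roughly screen mean plus 3 SD, cut at about 180% in these data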;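 also: median GFP fluorescence of the barcode-gated MEP2-GFP cells per well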
proCasp3 act – activators of human procaspase-3 D3A mutant, primary screen, biochemical, absorbance, PC-3 D3A mutant, single concentration | recombinant procaspase-3 D3A, Ac-DEVD-pNA absorbance 405 nm | activation, % at 8.5 µM | 0.11% of 330,000 active | AID 463141, 2010;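 active = activation above the mean of all tested compounds plus 3 SD, cut at about 21% in these data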;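 also: 0% = DMSO alone and 100% = DMSO wells spiked with extra 5 µM PC-3 D3A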
Target sequence (P42574 whole entry D9A/D28A/D175A): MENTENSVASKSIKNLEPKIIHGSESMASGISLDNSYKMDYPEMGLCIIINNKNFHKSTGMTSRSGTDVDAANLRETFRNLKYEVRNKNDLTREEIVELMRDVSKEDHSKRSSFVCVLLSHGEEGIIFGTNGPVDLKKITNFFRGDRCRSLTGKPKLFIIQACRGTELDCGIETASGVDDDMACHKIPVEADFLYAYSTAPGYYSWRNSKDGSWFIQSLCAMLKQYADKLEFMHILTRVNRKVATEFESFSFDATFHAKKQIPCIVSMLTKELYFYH
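material = Procaspase-3 D3A mutant | probe or stimulus = Ac-DEVD-pNA | compound = single dose, 8.5 µM nominal compound, 0.8% DMSO | timing = 1 h preincubation, 2 h reaction | measured by = 405 nm absorbance of p-nitroaniline, reads at 0 and 120 min | benchmarks = DMSO-only low control, 5 µM PC-3 D3A high control | repeats = singlicate, each compound tested once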
AGP1 TOR yeast – modulators of AGP1-GFP expression in yeast TOR pathway, primary screen, cell-based, multiplex flow cytometry, S. cerevisiae, MLPCN library; 0.02% of 320,000 active; 3 h; GFP as percent of DMSO wells; AID 2066, 2009; GFP response vs DMSO, % at 10 µM;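 active = GFP response relative to DMSO above a set limit, near screen average plus 3 SD, cut at about 150% in these data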;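 also: median GFP channel fluorescence of the gated AGP1 strain per well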
Active calls of the source: *; nt = not tested or not shown; [ ] = remark or other dose.

structure	proCasp3 act	MEP2 TOR yeast	AGP1 TOR yeast	proCasp7 act	LAP4 TOR yeast	AHR activator	RPL19A-GFP yeast	CIT2 TOR yeast
FC(F)Oc1ccccc1NC(=S)Nc1cccc(Cl)c1Cl	-1	101	100	-1	103	4	100	100
Cc1ccc(C)c(Cn2nnc3c(=O)[nH]c(C4CCCN(C(=O)c5cccs5)C4)nc32)c1 (configuration not stated)	-9	108	101	-1	103	2	99	104
CCN(CC)C(=O)Oc1cc(=O)n2c3c(cccc13)CCC2	-3	105	101	4	96	36	105	96
COC(=O)c1cccc(C(=O)N2CCCC(Nc3ccc4c(c3)OCCO4)C2)c1 (configuration not stated)	6	108	95	7	90	2	94	104
COc1ccc(NC2CCCN(C(=O)c3ccc4nccnc4c3)C2)cc1OC (configuration not stated)	-21	101	94	-38	75	0	106	110
O=C(CCC(=O)Nc1ccccc1)NNS(=O)(=O)c1ccc(Cl)cc1	nt	102	104	nt	86	nt	109	103
O=C(Cn1nnc2ccccc21)OCC(=O)c1ccc(F)cc1	2	98	104	8	107	-1	98	96
CN(Cc1ccc(OC(F)F)cc1)Cc1nc2c(Br)cc(Br)cc2c(=O)[nH]1	9	97	97	15	97	0	96	97
CCc1ccc(C(=O)NNC(=S)Nc2ccc(S(N)(=O)=O)cc2)s1	-5	89	88	4	87	4	88	nt
COc1ccccc1C(C)NC(=O)c1ccc(S(=O)(=O)NCc2ccco2)cc1 (configuration not stated)	1	100	101	-1	90	0	100	108
Cc1ccc(N(C(=O)C2CCC(=O)N2)C2(C(=O)NC3CCCCC3)CCCCC2)cc1 (configuration not stated)	-2	105	108	-5	96	1	101	100
COC(=O)[C@]1(CC(C)C)N[C@H](c2ccc(-c3cccc(Cl)c3)cc2)[C@@H]2C(=O)N(C)C(=O)[C@@H]21	-10	97	92	5	134	8	103	100
CCCCc1nnc(NC(=O)CSc2nc(O)c(-c3ccccc3)c(=O)[nH]2)s1	-9	94	94	-4	90	-1	92	89
COc1ccc(CCC(C)Nc2cccc(F)c2)cc1 (configuration not stated)	2	101	102	-1	109	0	96	91
Cc1ccc(C)c(NC(=O)CSc2nnc(NC(=O)C3CC3)s2)c1	0	105	109	1	130	-1	101	108
C=CCNC(=O)/C(=C\C=C\c1ccccc1)NC(=O)c1ccc(OCCCC)cc1	-7	98	99	-17	90	7	97	98
COC(=O)C1C(c2ccc(N(C)C)cc2)C(C(=O)OC)S(=O)(=O)CS1(=O)=O (configuration not stated)	5	104	103	-6	90	1	107	107
CC(OC(=O)c1ccco1)C(=O)Nc1ncc(Cl)cc1Cl (configuration not stated)	2	92	93	7	104	-1	98	88
N#Cc1ccccc1CSc1ccccn1	-1	97	103	4	104	0	97	93
Clc1c2c(nc3ccccc13)CCC2	0	103	103	-6	94	4	104	104
O=C1NC(=O)c2c(NC(=O)C3CCCO3)cccc21 (configuration not stated)	-1	107	104	4	110	-2	100	98
O=C1CC(c2ccc(F)cc2)C(n2cncn2)C(O)=C1C1NCCc2ccccc21 (configuration not stated)	9	109	101	3	103	1	97	100
O=C(Nc1ccc(Cl)cc1)c1csc(Cc2ccccc2)n1	8	91	94	7	94	85*	94	85
COc1cc(/C=C(\NC(=O)c2ccccc2)C(=O)N2CC3CC(C2)c2cccc(=O)n2C3)cc(OC)c1OC (configuration not stated)	0	93	96	-4	100	2	96	96
CC1CCCCN1C(=O)CN1C(=O)c2ccccc2S1(=O)=O (configuration not stated)	-3	96	92	17	92	3	91	95

Some of these compounds in order of length of the SMILES, low to high.
structure	proCasp3 act	MEP2 TOR yeast	AGP1 TOR yeast	proCasp7 act	LAP4 TOR yeast	AHR activator	RPL19A-GFP yeast	CIT2 TOR yeast
COc1ccc(CCC(C)Nc2cccc(F)c2)cc1 (configuration not stated)	2	101	102	-1	109	0	96	91
FC(F)Oc1ccccc1NC(=S)Nc1cccc(Cl)c1Cl	-1	101	100	-1	103	4	100	100
O=C(Nc1ccc(Cl)cc1)c1csc(Cc2ccccc2)n1	8	91	94	7	94	85*	94	85

(list continues)
structure	proCasp3 act	MEP2 TOR yeast	AGP1 TOR yeast	proCasp7 act	LAP4 TOR yeast	AHR activator	RPL19A-GFP yeast	CIT2 TOR yeast
CC(=O)Nc1cc(C(=O)OCc2cccc([N+](=O)[O-])c2)ccc1C	0	102	105	-2	95	8	100	104
COc1ccc(C(=O)NC(=S)N2CCC(C)CC2)cc1Br	-5	101[may fluoresce green]	102[may fluoresce green]	-6	105[may fluoresce green]	5	105[may fluoresce green]	109[may fluoresce green]
CC(C)(C)C1(c2ccccc2)NC(=O)N(CC(=O)N2CCOCC2)C1=O (configuration not stated)	-6	108	99	2	98	1	101	91
COC(=O)c1ccsc1NC(=O)C1COc2ccccc2O1 (configuration not stated)	3	93	97	9	115	6	95	81
C/C(Cl)=C\Cn1c(=O)c2c(nc3n2CCS3)n(C)c1=O	0	97	95	1	97	1	nt	95
Cc1ccc(OCC(=O)NNC(=S)NCc2ccccc2)cc1	-25	108	99	-29	92	0	100	105
CCOC(=O)Cc1csc(NC(=O)Cn2cnc3c2c(=O)n(C)c(=O)n3C)n1	2	98	93	-7	101	2	90	94
CCn1c(=O)c2sccc2n(CC(=O)NCCC2=CCCCC2)c1=O	10	105	98	6	94	0	102	101
Cc1nnc(N/N=C/C2CC=CCC2)[nH]c1=O (configuration not stated)	9	107	104	4	109	27	104	109
C=C(C)CC(Nc1ccc(OC)cc1)c1ccco1 (configuration not stated)	-4	98	nt	7	100	4	92	99
COc1cc(NC(=O)CCCn2c(=S)[nH]c3ccccc3c2=O)cc(OC)c1OC	3	95	107	4	103	3	98	98
COc1cnc(-c2cccc(C(F)(F)F)c2)[nH]c1=O	-5	98	92	2	108	13	96	101
Clc1ccc(OCc2nn3c(-c4ccco4)nnc3s2)cc1	-2	101	94	2	102	-15	98	105
COCCC(=O)N1CCC(Oc2ccc(C(=O)NC(C)CCn3cccn3)cc2)CC1 (configuration not stated)	nt	94	91	nt	67	nt	102	108
Cc1nc(N2CCOCC2)c(C#N)c2c1COC(C)(C)C2	-5	106	101	6	109	-1	97	95
O=C(Nc1ccc(N2CCOCC2)cc1)C1CC1	-7	101	102	5	98	-3	98	101
Cn1c(=O)cc(C(=O)N/N=C/c2ccc(Cl)cc2)[nH]c1=O	-2	92	96	4	95	1	95	95
O=C(NC1CCCCC1)c1nn2c(C(F)(F)F)cc(-c3ccco3)nc2c1Br	0	106	101	5	90	0	nt	110
Cc1ccc(NC(=O)CSc2nnc(-c3ccc(S(=O)(=O)N4CCOCC4)cc3)n2C)cc1	-1	90	95	-2	89	-1	94	95
Cc1cc(Cl)ccc1OCc1cn2cccnc2n1	4	99	107	5	114	-4	98	102
CC1CC(C)CN(S(=O)(=O)c2ccc3c(c2)CCN3C(=O)CCC(=O)O)C1 (configuration not stated)	0	113	104	2	104	-1	104	101
CCOC(=O)c1c(C)[nH]c(C(=O)Nc2ccc3c(c2)OCO3)c1C	6	99	91	12	107	-3	97	80
COc1ccc(CNC(=O)CN(Cc2ccc(F)cc2)C(=O)c2csnn2)cc1	-3	105	91	-2	107	-2	93	82
CC(=O)c1cc2c(cc1NC(=O)c1c(-c3ccccc3)noc1C)OCO2	-4	100	93	0	93	2	99	101
COC(=O)CN1C(=O)C(C)=C(c2ccc(C)cc2)S1(=O)=O	7	97	99	-6	104	0	93	93

By substructure: the compounds so far containing a CF3 group.
structure	proCasp3 act	MEP2 TOR yeast	AGP1 TOR yeast	proCasp7 act	LAP4 TOR yeast	AHR activator	RPL19A-GFP yeast	CIT2 TOR yeast
COc1cnc(-c2cccc(C(F)(F)F)c2)[nH]c1=O	-5	98	92	2	108	13	96	101
O=C(NC1CCCCC1)c1nn2c(C(F)(F)F)cc(-c3ccco3)nc2c1Br	0	106	101	5	90	0	nt	110

(list continues)
structure	proCasp3 act	MEP2 TOR yeast	AGP1 TOR yeast	proCasp7 act	LAP4 TOR yeast	AHR activator	RPL19A-GFP yeast	CIT2 TOR yeast
CCn1c(SCC(=O)Nc2ccc(NC(=O)c3ccco3)c(OC)c2)nc2ccccc2c1=O	-7	102	101	-1	95	-3	103	nt
O=S(=O)(O)c1cccc(N=Nc2c(O)ccc3ccccc23)c1	-9	114	103	-21	112	4	120	117
Cc1nc2ccc(C(=O)NCc3ccc4c(c3)OCO4)cc2s1	3	101	93	0	91	0	101	95
CCC(=O)Nc1nc2ccc3nc(C)sc3c2s1	2	96	93	0	99	2	90	93
COc1ccc(CC(=O)Nc2c3c(nn2-c2cccc(Cl)c2)CS(=O)(=O)C3)cc1	7	127	109	10	110	2	103	112
COc1cc(C(=O)N(Cc2cccc(Cl)c2)C2CCS(=O)(=O)C2)cc(OC)c1OC (configuration not stated)	-7	106	109	5	96	-3	106	nt
Cc1ccccc1/[N+]([O-])=C/c1cccs1	4	99	100	-2	94	-1	102	102
COc1cc(/C=C(\C#N)C(=O)NC(C)C)ccc1OCc1ccc(C(=O)O)cc1	-3	108	102	-1	109	-1	102	99
COC(=O)Cc1ccc2c3ccccc3n(C)c2c1	-2	102	93	0	100	-1	95	102
COc1cccc(NC(=O)CSc2nn3c(=O)c(C)nnc3s2)c1	0	101	100	3	95	13	104	104
CN(C(=S)Nc1ccccc1)c1ccccc1	-4	94	123	5	102	-1	97	89
COc1ccc(NC(C)=O)cc1NS(=O)(=O)c1ccc2c(c1)OCCO2	7	95	95	2	95	2	95	101
CCC(c1nnnn1C(C)(C)C)N1CCN(C(=O)c2ccco2)CC1 (configuration not stated)	-4	107	102	4	94	-4	102	105
CC(C)(C)NC(=O)CSc1nncn1NCc1c(Cl)cccc1Cl	5	88	86	13	84	1	88	94
O=C(NC(N1CCOCC1)C(Cl)(Cl)Cl)c1ccc(F)cc1 (configuration not stated)	2	107	109	4	105	-1	116	116
CC(=O)N(/N=C/c1ccc([N+](=O)[O-])o1)c1nc2ccccc2c(=O)n1-c1ccccc1	7	93	100	1	103	-2	97	91
COc1cccc(CCc2nnc(CCC(=O)NC(C)c3c(C)nn(C)c3C)o2)c1 (configuration not stated)	-5	102	102	4	99	-1	98	104
Cc1ccc(S(=O)(=O)N2CCOCC2)cc1NC(=O)COC(=O)c1cc[n+]([O-])cc1	5	90	95	0	91	-1	93	104
COc1ccc(N2CCN(C(=O)c3cc(-c4ccc(F)cc4)[nH]c3C)CC2)cc1	nt	107	96	nt	103	nt	99	101
CCOc1ccc2nc3ccc4[nH]onc4c3c2c1	-19	99	83	-13	102	-4	91	84
CCN(C(=O)CSc1nncs1)c1c(N)n(Cc2ccccc2)c(=O)[nH]c1=O	9	104	103	-2	nt	3	99	92
COc1ccc(C(O)(C2CCCCC2)C(CN2CCOCC2)c2ccccc2)cc1 (configuration not stated)	-4	106	92	-6	96	0	104	82
CC1(NC(=O)Cc2csc(-c3cccc(Cl)c3)n2)CCS(=O)(=O)C1 (configuration not stated)	2	107	90	-6	107	3	93	98
COc1ccc(CCNC(=O)COC(=O)COc2ccc(C#N)cc2)cc1	-4	98	102	-6	97	1	101	102

Assay outcomes from PubChem.

An unsorted share of the library. Share with any hit: about 3.5%.
